Tau fluor cs: Counterscreen qHTS for Inhibitors of Tau Fibril Formation, Fluorescence Polarization. tau K18 P301L Alexa594 fluorescence, heparin fibrillization. Potency, µM (highest dose often 57.7 µM), inactives show top-dose activity change, negative = decrease. AID 1463, 2008. 0.93% of 280,000 active; note: potency is the fitted concentration of half-maximal effect; % is set by controls: 0 for no effect and ±100 for the full control effect; nearly all actives have a fitted effect of over 55% in size
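Human tau K18 P301L (15 uM unlabeled, 0.24 uM Alexa 594-labeled) in 100 mM sodium acetate pH 7 with 20 uM heparin, 6 hr at 37 C. ThT 30 uM added, 1 hr ambient; Alexa 594 FP and total fluorescence read at 555/632 nm.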
TR SRC2 fluor cs: Total Fluorescence Counterscreen for Inhibitors of the Interaction of Thyroid Hormone Receptor and Steroid Receptor Coregulator 2 | TRb/SRC2 Texas Red total fluorescence interference | AID 1479, 2009 | 0.29% of 280,000 active | Potency, µM (doses to about 106 µM), inactives show top-dose fluorescence change, negative = quenching; active = well fitted curve in either direction with a large enough effect; inconclusive = small, poorly fitted or top-dose-only effect; note: potency is the fitted concentration of half-maximal effect; % is set by controls: 0 for no effect and ±100 for the full control effect
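Human TRb ligand-binding domain at 0.6 uM with 20 nM Texas Red SRC2 peptide in Tris buffer containing 1 uM T3 and 5% DMSO, incubated with compound 5 h at ambient temperature. Total fluorescence (555/632 nm) calculated as parallel + 2 × perpendicular.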
Epigenetic reg: Quantitative High-Throughput Screen for Regulators of Epigenetic Control. murine LDR cells, GFP reporter derepression, 30 h. Potency, µM (doses to about 53.9 µM), without a hit: at the top dose GFP activation, actives largely listed as activators. 0.2% of 280,000 active. AID 1865, 2009; note: potency is the fitted concentration of half-maximal effect; % of control where 0% means no effect; nearly all actives have a fitted effect of over 60% in size
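Reporter derepression read as number of fluorescent GFP-positive objects, 20-120 um in size, counted by laser-scanning cytometer. Mouse LDR line with an epigenetically silenced CMV-GFP locus; compound incubation 30 h, 37 C.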
aGal spleen mod: qHTS Assay for Inhibitors and Activators of Human alpha-Galactosidase From Spleen Homogenate; Alpha-galactosidase A (Homo sapiens), P06280; human spleen homogenate, 4MU-alpha-Gal fluorescence, 40 min; Potency, µM (highest dose often 80 µM), for inactives: at the top dose activity change, negative = inhibition, hits mostly inhibitors; 0.008% of 240,000 active; AID 2107, 2009;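 note: potency is the fitted concentration of half-maximal effect; 0% = enzyme with vehicle and -100% = no enzyme basal signal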
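Fluorogenic readout (Ex 365/Em 440 nm) of 4-methylumbelliferone released from 1 mM 4-MU-alpha-galactoside by spleen homogenate, 40 min at 37C, pH 5.0. Data normalized to no-enzyme and enzyme controls; Hill-equation AC50 from compound titrations.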
CBFb RUNX1 block: qHTS Assay for Compounds Blocking the Interaction Between CBF-beta and RUNX1 for the Treatment of Acute Myeloid Leukemia; AlphaScreen CBFb-His/RUNX1-biotin binding, biochemical; Potency, µM (series often up to 59.8 µM), for the others: top-dose activity, negative = inhibition, most hits filed as inhibitors; 230,000 tested, under 10 active; note: % of control where 0% means no effect
Target sequence (Q01196 whole entry, looked up): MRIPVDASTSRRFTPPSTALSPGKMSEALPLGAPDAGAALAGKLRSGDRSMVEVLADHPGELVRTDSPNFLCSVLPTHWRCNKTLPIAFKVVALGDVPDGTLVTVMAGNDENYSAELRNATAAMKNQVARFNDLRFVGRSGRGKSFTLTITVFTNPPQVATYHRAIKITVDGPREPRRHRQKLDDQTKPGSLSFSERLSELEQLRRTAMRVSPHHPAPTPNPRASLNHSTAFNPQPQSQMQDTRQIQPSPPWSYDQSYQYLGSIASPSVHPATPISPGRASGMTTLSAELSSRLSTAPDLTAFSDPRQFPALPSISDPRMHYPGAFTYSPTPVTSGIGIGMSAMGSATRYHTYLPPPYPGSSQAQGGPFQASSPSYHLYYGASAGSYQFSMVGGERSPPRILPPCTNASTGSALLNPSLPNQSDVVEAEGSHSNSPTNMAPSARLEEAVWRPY
Target sequence (Q13951 whole entry, looked up): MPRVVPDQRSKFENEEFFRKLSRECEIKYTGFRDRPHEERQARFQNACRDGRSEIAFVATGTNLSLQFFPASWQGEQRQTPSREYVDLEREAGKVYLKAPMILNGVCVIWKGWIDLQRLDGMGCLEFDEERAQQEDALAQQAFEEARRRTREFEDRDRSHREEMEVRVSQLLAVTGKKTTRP
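AlphaScreen proximity signal reports loss of binding between His-tagged CBF-beta and biotin-labelled RUNX1, each at 30 nM. Proteins are pre-associated for 20 minutes, compounds added for 15 minutes, then beads for 90 minutes, all at ambient temperature.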
NPSR antagonist: qHTS Assay for Antagonists of the Neuropeptide S Receptor: cAMP Signal Transduction; Q6W5P4; CHO-NPSR cells, cAMP TR-FRET, antagonist mode; Potency, µM (top dose mostly 38.3 µM), for inactives: top-dose activity change, negative = inhibition, actives largely listed as inhibitors; 1% of 220,000 active; note: potency is the fitted concentration of half-maximal effect; % is set by controls: 0 for no effect and ±100 for the full control effect; nearly all actives have a fitted effect of over 50% in size; many of its hits are not listed in these tables
Tau fibril FP: qHTS for Inhibitors of Tau Fibril Formation, Fluorescence Polarization | Microtubule-associated protein tau (Homo sapiens), P10636 | K18 P301L tau heparin fibrillization, Alexa594 FP, 6 h | Potency, µM (series often up to 57.7 µM), for inactives: top-dose activity, negative = inhibition, most hits filed as inhibitors | 0.39% of 280,000 active; note: potency is the fitted concentration of half-maximal effect; % is set by controls: 0 for no effect and ±100 for the full control effect; nearly all actives have a fitted effect of over 55% in size
Target sequence (P10636 561-689 P618L limits assumed): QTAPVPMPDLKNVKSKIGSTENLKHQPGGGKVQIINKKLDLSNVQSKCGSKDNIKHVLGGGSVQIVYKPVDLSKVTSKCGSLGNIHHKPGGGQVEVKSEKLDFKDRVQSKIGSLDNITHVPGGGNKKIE
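Heparin (20 uM) drove fibril formation of recombinant tau K18 P301L, 15 uM unlabeled with 0.24 uM Alexa 594 label, for 6 hr at 37 C in 100 mM sodium acetate pH 7. Fluorescence polarization (555/632 nm) read 1 hr after 30 uM ThT.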
TRb-SRC2 inh: qHTS for Inhibitors of the Interaction of Thyroid Hormone Receptor and Steroid Receptor Coregulator 2; 0.065% of 280,000 active; TRbeta-SRC2 peptide binding, fluorescence polarization; receptor liganded with 1 µM T3; Thyroid hormone receptor beta (Homo sapiens), P10828; Potency, µM (doses to about 106 µM), without a hit: at the highest dose activity change, negative = inhibition, actives largely listed as inhibitors;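 note: potency is the fitted concentration of half-maximal effect; plate controls were bound peptide for no effect and peptide without receptor for full effect; nearly all actives have a fitted effect of over 50% in size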
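Polarization signal, normalized between peptide-alone and full complex controls, measured compound effects on T3-liganded human TRb LBD (0.6 uM) binding 20 nM Texas Red SRC2 peptide after 5 hr.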
An asterisk follows results filed as active; ? = inconclusive; / = not tested or not shown; [ ] = another dose, or the depositor's remark. Unless noted, calls come from the whole dose curve; as a rule, active = well fitted curve in the direction sought with a large enough effect; inconclusive = small, poorly fitted or top-dose-only effect, or another doubt; inactive = no such curve, though single readings can be large; an effect the other way counts as inactive or inconclusive. This is a subset, so the mix of outcomes need not match the whole.

SMILES	Tau fluor cs	TR SRC2 fluor cs	Epigenetic reg	aGal spleen mod	CBFb RUNX1 block	NPSR antagonist	Tau fibril FP	TRb-SRC2 inh
COc1ccc(OCC(=O)NC(=S)Nc2ccc3c4c(cccc24)CC3)cc1	-26%	-5%	1.9%	-2%	0%	-57%	?	-7%
C=C(C)CSc1nnc([C@@H]2CCCN2)o1	8%	-2%	-1.7%	-4%	3%	14%	6%	1%
Cc1ccc2cccc(S(=O)(=O)Nc3ccc4c(c3)OCO4)c2n1	-21%	1%	-2.1%	11%	-14%	-21%[46.1 µM]	7%	4%
CCCOc1cccc(-c2nn(-c3ccccc3)cc2/C=C(\C#N)C(=O)NCCCn2ccnc2)c1	-24%	2%	1.3%	8%	-23%	-8%[46.1 µM]	-6%	-3%
CC(C)Cc1nc2ccccc2[nH]1	4%	-4%	1.1%	4%	8%	9%	0%	4%
COc1ccc(OC)c(NC(=O)CSc2nc(C)cs2)c1	0%	-3%	3.2%	-3%	-8%	-14%[46.1 µM]	-7%	-10%
O=C(CCN1CCN(CC(=O)Nc2ccccc2F)CC1)Nc1ccccc1F	5%	-1%	-0.1%	-2%	0%	-20%[46.1 µM]	4%	-7%
c1ccc(C(c2nnnn2Cc2cccs2)N2CCN(C3CCCC3)CC2)cc1 (stereo unspecified)	5%	1%	0.0%	-1%	10%	-5%[46.1 µM]	8%	-5%
CCOC(=O)N1CCC(N2Cc3cccc(C(=O)N4CCN(c5cccc(Cl)c5)CC4)c3C2=O)CC1	-3%	-1%	-3.5%	4%	5%	-27%	0%	-4%
COC(=O)c1ccc(CSc2cc(C)c3ccccc3n2)o1	-15%	-4%	-2.4%	1%	27%	-16%	0%	-2%
CC(=O)NCCn1c(SCc2ccccc2C)nc2ccccc2c1=O	-3%	-1%	-0.9%	-9%	3%	-26%[46.1 µM]	0%	-8%
CCN(CC1COc2ccccc2O1)C(=S)NC1CC2CCC1C2 (stereo unspecified)	-15%	-2%	0.1%	7%	18%	-30%	-10%	-5%
Cc1nn(C)c(Cl)c1C(=O)NC(C(=O)O)c1ccccc1 (stereo unspecified)	1%	-4%	2.0%	2%	7%	-17%	3%	-5%
COc1ccc(N2CCN(C(=O)c3cccnc3)CC2)c([N+](=O)[O-])c1	5%	-3%	0.0%	0%	-3%	-4%	-1%	-2%
COc1ccc(N=C2SCC(=O)N2Cc2ccccc2)cc1	-20%	-2%	2.4%	9%	15%	-18%	-3%	-6%
Cc1cccc(NC(=O)CNc2cc(C)ccc2C)c1	?	-3%	-1.0%	4%	-5%	-19%[46.1 µM]	9%	-9%
CCOc1ccc(CC2c3cc(OCC)c(OCC)cc3CCN2C(=O)CN2CCN(C)CC2)cc1OCC (stereo unspecified)	-11%	-1%	-1.0%	8%	15%	7%	4%	-2%
CC(C)Cc1nnc(NC(=O)CCN2C(=O)c3ccccc3C2=O)s1	-7%	-3%	-0.2%	22%	-1%	-8%[46.1 µM]	2%	0%
CCn1c(O)c(N=NC(=O)CNc2cccc(C)c2)c2ccccc21	?	0%	0.0%	1%	-4%	5%	8%	-7%
COc1ccc(NC(=O)C2CCCN2C(=O)OCc2ccccc2)c(OC)c1 (stereo unspecified)	2%	-3%	0.9%	-6%	3%	-9%[46.1 µM]	5%	-8%
CCOC(=O)c1[nH]c2ccc(OC)cc2c1NC(=S)N1CCN(c2ccccc2)CC1	-2%	4%	-1.0%	1%	-6%	-4%	0%	-21%
CCOC(=O)C1CCCN(C(=O)c2cc3cc(Br)ccc3oc2=O)C1 (stereo unspecified)	1%	-2%	-2.2%	1%	-7%	-14%	-2%	-5%
CN1CCN(c2ncnc3sc(-c4ccccc4)cc23)CC1	-2%	-2%	-1.1%	10%	5%	27%	-8%	-13%
CCCCc1ccc(NC(=O)c2cc3c(=O)n4ccccc4nc3s2)cc1	-9%	5%	-1.8%	/	/	/	-9%	0%
CCOc1ccccc1NC(=O)C(C)N(c1ccccc1)S(C)(=O)=O (stereo unspecified)	-6%	-1%	-2.0%	/	/	/	-5%	-4%
The list continues.
SMILES	Tau fluor cs	TR SRC2 fluor cs	Epigenetic reg	aGal spleen mod	CBFb RUNX1 block	NPSR antagonist	Tau fibril FP	TRb-SRC2 inh
CC(=O)N1CCN(S(=O)(=O)c2ccc(C)cc2)C1c1ccc(N(C)C)cc1 (stereo unspecified)	-4%	1%	-2.7%	-1%	-2%	-7%[46.1 µM]	-6%	-2%
CCN(c1cccc(C)c1)S(=O)(=O)c1nnc(NC(=O)C2CCCCC2)s1	-24%	2%	1.4%	/	/	/	-10%	-1%
Cc1nc2ccc(C(=O)NCc3ccc4c(c3)OCO4)cc2s1	3%	-2%	-3.2%	4%	14%	4%	11%	11%
COc1ccc(C(=O)CSc2nnc(-c3cccs3)n2-c2ccccc2)cc1	-13%	1%	15%	-20%	5%	?	0%	-5%
CCSc1nnc(NC(=O)/C=C/c2ccc3c(c2)OCO3)s1	4%	3%	-0.6%	1%	-2%	4%	2%	0%
Cc1ccc(-c2nc(C)c(CCNC(=O)C(=O)Nc3ccc(C)c(Cl)c3)s2)cc1	-18%	1%	0.0%	/	/	/	-7%	1%
COc1ccc(C2CC(O)(C(C)(C)O)NO2)cc1 (stereo unspecified)	2%	-3%	-2.2%	0%	1%	-11%[46.1 µM]	5%	-7%
COc1ccc(C(=O)NCC(=O)N/N=C/c2c(C)[nH]c3ccccc23)cc1OC	?	-6%	3.0%	-18%	-20%	-38%	7%	-1%
Cc1ccc(NC(=O)c2cc(NC(=O)C3CC=CCC3C(=O)O)ccc2N2CCOCC2)cc1Cl (stereo unspecified)	-9%	-7%	-0.7%	5%	2%	-16%[46.1 µM]	-2%	-6%
COC(=O)c1ccc(OCCOc2ccccc2)cc1	-15%	0%	-1.6%	-5%	18%	-8%[46.1 µM]	-14%	-2%
CCOC(=O)c1sc(Nc2nc(C)cc(C)n2)nc1C	-12%	0%	-2.0%	1%	-3%	4%	-2%	-1%
COc1cc(C(=O)N(c2ccc(C)c(C)c2)C2C=CS(=O)(=O)C2)cc(OC)c1OC (stereo unspecified)	4%	-1%	-3.6%	3%	6%	5%	2%	6%
NC(=O)C1CCN(Cc2nc3ccccc3c(=O)[nH]2)CC1	-8%	-1%	0.0%	5%	3%	3%[46.1 µM]	-15%	-4%
COC(=O)c1ccc(/C=N\NC(=O)CC(=O)NCCc2ccccc2)cc1	-4%	0%	0.0%	3%	-4%	5%	0%	-9%
COC(=O)c1sc(NC(=O)c2cc3nc(-c4ccc(Br)cc4)cc(C(F)(F)F)n3n2)c(C(=O)OC)c1C	-4%	-4%	-0.5%	/	/	/	-5%	2%
Oc1cccc(C(O)CNCc2ccc(OCc3ccc(Cl)cc3Cl)cc2)c1 (stereo unspecified)	-25%	-3%	-1.5%	9%	-3%	-21%	-9%	3%
COC(=O)C1=C(C)NC(=O)CC1c1cccc(Cl)c1Cl (stereo unspecified)	-11%	-1%	0.0%	4%	2%	-8%	-3%	-2%
CCOc1ccc2[nH]c(=O)c(CN(CCOC)C(=O)N3CCOCC3)cc2c1	5%	-8%	0.0%	8%	8%	0%[46.1 µM]	-6%	-7%
COc1ccc(N=C2S/C(=C\c3cccs3)C(=O)N2CC(C)C)cc1	-8%	-2%	2.2%	9%	-2%	-7%[46.1 µM]	-1%	-6%
CC1(C)NC(=O)N(CCCOc2ccccc2Br)C1=O	-14%	0%	-0.4%	-9%	0%	1%[46.1 µM]	-3%	5%
O=c1c(CO)cc(CO)cc(CO)c1O	7%	-1%	1.0%	9%	?	13%	-1%	-1%
CCOCCCn1c(=S)[nH]c2cc(C(=O)NCCN(CC)CC)ccc2c1=O	-1%	-3%	-1.0%	1%	3%	-10%[46.1 µM]	-5%	7%
O=C(CNc1cc(S(=O)(=O)N2CCCC2)ccc1OCC(F)(F)F)Nc1ccc(SC(F)F)cc1	10%	0%	-0.9%	5%	2%	-11%	0%	12%
O=C1/C(=C/c2ccc(O)c(O)c2)SC(=S)N1Nc1ccccc1	11µM*[quencher]	10%	5.0%	-8%	/	-54%	-5%	22%
CCc1ccc(/C=N/Nc2nn[nH]n2)cc1	-2%	-5%	-0.1%	5%	-23%	-5%	-5%	-19%
CCOc1c(Cl)cc(/C=N/O)cc1OC	-12%	0%	-1.0%	0%	2%	0%[46.1 µM]	-7%	5%
Cc1nn(C)c(C)c1N1C(=O)c2cccc3c(N)ccc(c23)C1=O	5%	1%	-4.3%	-1%	9%	-17%	-2%	-10%
Clc1ccc(-c2n[nH]c3c2CCC3)c(Cl)c1	-19%	0%	2.1%	-1%	5%	11%[46.1 µM]	-18%	-2%
Cc1cccc(C(=O)Nc2cccc(OCc3cc(=O)n4cccc(C)c4n3)c2)c1	-12%	-2%	-3.8%	/	/	/	-15%	-9%

One compound at a time, from the list above. Order of screens: Tau fluor cs	TR SRC2 fluor cs	Epigenetic reg	aGal spleen mod	CBFb RUNX1 block	NPSR antagonist	Tau fibril FP	TRb-SRC2 inh
COC(=O)C1=C(C)NC(=O)CC1c1cccc(Cl)c1Cl (stereo unspecified) across the screens: -11%	-1%	0.0%	4%	2%	-8%	-3%	-2%
CCc1ccc(/C=N/Nc2nn[nH]n2)cc1 across the screens: -2%	-5%	-0.1%	5%	-23%	-5%	-5%	-19%

Quoted at random: 2 compounds from above.
SMILES	Tau fluor cs	TR SRC2 fluor cs	Epigenetic reg	aGal spleen mod	CBFb RUNX1 block	NPSR antagonist	Tau fibril FP	TRb-SRC2 inh
COC(=O)c1sc(NC(=O)c2cc3nc(-c4ccc(Br)cc4)cc(C(F)(F)F)n3n2)c(C(=O)OC)c1C	-4%	-4%	-0.5%	/	/	/	-5%	2%
CCN(c1cccc(C)c1)S(=O)(=O)c1nnc(NC(=O)C2CCCCC2)s1	-24%	2%	1.4%	/	/	/	-10%	-1%

Screens as filed in PubChem BioAssay.
